IL-2 act – IL-2 activation; IL-2 activation reporter assay, cell-based qHTS; stimulated with anti-CD3/CD4/CD28 beads; in transgenic mouse T cells; activation, % (series mostly up to about 46 µM); 0.065% of 360,000 active; in the data active means activation above about 50%; inconclusive means mostly about 30% to 49%; further: 0% is about no effect
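EGFP and DsRed fluorescence is measured by plate cytometry in unstimulated transgenic mouse T cells exposed to compound for 60 minutes, then stimulated 18 hours at 37 degrees C with anti-CD3/anti-CD4 beads plus anti-CD28.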
Abeta yeast res – A-beta toxicity reversal in yeast. yeast expressing A-beta42, growth rescue, OD600, 48 h; response scale: 0% DMSO, 100% iron-clioquinol control. Potency, µM (highest dose often 46.1 µM), inactives show at the top dose growth rescue, hits mostly activators. 0.063% of 410,000 active. AID 1347071; further: potency means the concentration at half of the fitted maximal effect; nearly all actives have a fitted effect of over 55% in size
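Yeast growth medium received pinned compounds, then yeast cells expressing toxic A-beta were added; plates incubated at 30 C for 48 hr. Growth read as absorbance at 600 nm, normalized to DMSO and equimolar FeCl3 plus clioquinol controls.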
PI5P4Ka inh – PI5P4K alpha (human) kinase inhibition. max response, %. 1.2% of 330,000 active. AID 652105. P48426. PI5P4Kalpha enzyme, ADP-Glo luminescence, 60 min; stronger effect = lower value; active means max response of -50% or lower; inconclusive means between -30% and -50%; inactive means -30% or higher; further: value at the top dose of about 77 µM; on the % scale 0 is the no-effect control and ±100 the full control effect
Target sequence (P48426 whole entry, looked up): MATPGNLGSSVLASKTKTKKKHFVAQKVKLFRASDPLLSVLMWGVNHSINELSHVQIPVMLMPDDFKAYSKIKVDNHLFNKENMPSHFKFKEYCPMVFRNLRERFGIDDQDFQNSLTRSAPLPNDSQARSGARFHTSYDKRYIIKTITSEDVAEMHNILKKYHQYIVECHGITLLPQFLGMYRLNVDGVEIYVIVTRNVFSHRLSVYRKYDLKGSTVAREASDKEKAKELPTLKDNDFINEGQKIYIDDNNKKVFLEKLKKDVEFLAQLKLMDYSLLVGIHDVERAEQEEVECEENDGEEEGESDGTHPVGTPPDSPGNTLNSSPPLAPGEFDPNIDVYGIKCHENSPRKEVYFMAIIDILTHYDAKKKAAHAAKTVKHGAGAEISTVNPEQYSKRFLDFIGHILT
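ADP-Glo luminescence end-point after a 60 min room-temperature kinase reaction. PI5P4Kalpha and substrate in HEPES pH 7.4 buffer with EGTA, 0.1% CHAPS and 5% DMSO; ATP at 5 microM final.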
FUS yeast rescue – rescues growth of FUS-expressing yeast; S. cerevisiae FUS-expressing, growth rescue, OD600, 24 h; 0.24% of 390,000 active; Potency, µM (doses to about 76.6 µM), for inactives: at the highest dose growth rescue (activation), usual class: activators; AID 1347120;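 further: potency means the concentration at half of the fitted maximal effect; plate controls were DMSO vehicle for no effect and reference control for full effect; nearly all actives have a fitted effect of over 55% in size; some results filed as inactive show a strong effect at the top dose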
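Read-out: OD at 600 nm after 24hr at 30C, reporting rescue of FUS-induced yeast toxicity. Cells at OD 0.005 in galactose (2%) minimal medium; compounds tested in a dilution series; CP55940 titration from 92uM final as control.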
aSyn yeast inh – inhibitors of alpha-synuclein toxicity in yeast. Yeast expressing alpha-synuclein, growth rescue, BacTiter-Glo, 24 h. Potency, µM (top dose mostly 46.1 µM), for inactives: at the top dose growth rescue (activation), usual class: activators. 0.14% of 370,000 active. AID 652106; further: potency means the concentration at half of the fitted maximal effect; % of control where 0% means no effect; nearly all actives have a fitted effect of over 65% in size
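Galactose-induced alpha-syn yeast (OD600=0.02, raffinose-pregrown) + pinned cpd, 24 hr, 30 deg C; growth by BacTiter-Glo luminescence. Growth restoration scores as activation.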
PLK1 PBD block – PLK1 (human) polo-box domain binding inhibition. P53350. Plk1 PBD binding of FITC phosphopeptide, fluorescence polarization. Potency, µM, inactives show max response, negative = inhibition, most hits filed as inhibitors. 2.8% of 360,000 active; further: potency means the concentration at half of the fitted maximal effect; series mostly up to about 57 µM; on the % scale 0 is the no-effect control and ±100 the full control effect; nearly all actives have a fitted effect of over 65% in size
Target sequence (P53350 whole entry, looked up, the tested form may be a part): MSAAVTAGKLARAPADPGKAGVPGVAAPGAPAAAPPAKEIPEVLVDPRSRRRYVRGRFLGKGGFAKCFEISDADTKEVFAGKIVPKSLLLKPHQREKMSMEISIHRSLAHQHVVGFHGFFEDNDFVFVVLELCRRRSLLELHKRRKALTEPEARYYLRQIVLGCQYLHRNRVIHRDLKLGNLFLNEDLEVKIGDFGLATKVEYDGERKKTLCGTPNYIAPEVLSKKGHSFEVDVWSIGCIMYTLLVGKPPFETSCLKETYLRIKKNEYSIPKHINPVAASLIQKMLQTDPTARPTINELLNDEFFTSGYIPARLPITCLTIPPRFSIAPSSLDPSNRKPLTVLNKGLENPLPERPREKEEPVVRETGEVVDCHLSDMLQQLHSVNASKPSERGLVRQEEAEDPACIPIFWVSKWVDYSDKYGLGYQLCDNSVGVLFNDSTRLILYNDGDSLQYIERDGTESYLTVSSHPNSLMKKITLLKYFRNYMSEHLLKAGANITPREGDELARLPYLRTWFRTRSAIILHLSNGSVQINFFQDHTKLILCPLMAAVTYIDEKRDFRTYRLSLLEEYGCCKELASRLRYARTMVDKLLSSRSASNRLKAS
EPAC1 antag – EPAC1 (human) antagonism | EPAC1 GEF assay, Rap1b-BODIPY-GDP exchange fluorescence | Potency, µM (doses to about 115 µM), inactives show top-dose activity change, negative = inhibition, usual class: inhibitors | 0.14% of 360,000 active;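 further: potency means the concentration at half of the fitted maximal effect; plate controls were vehicle for no effect and positive control for full effect; nearly all actives have a fitted effect of over 50% in size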
EPAC1 agonist – activates human EPAC1 exchange factor; O95398; EPAC1 agonist qHTS, biochemical assay; response scale: 100% = response to 6.5 mM cAMP; Potency, µM (top dose mostly 154 µM), for inactives: at the highest dose activation, hits mostly activators; 0.073% of 360,000 active; AID 720707; further: potency means the concentration at half of the fitted maximal effect; nearly all actives have a fitted effect of over 60% in size
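Normalized to 6.5 mM cAMP, activity reflects EPAC1-catalysed release of BODIPY-GDP from Rap1B, followed kinetically over 30 min at 480 nm excitation, 540 nm emission. Reaction contained 100 nM EPAC1, 250 nM Rap1B-BODIPY-GDP, 50 uM GDP.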
WRN helicase inh – blocks human WRN helicase. Potency, µM (highest dose often 114 µM), for the others: top-dose activity change, negative = inhibition, hits mostly inhibitors. Q14191. 0.46% of 360,000 active. WRN helicase unwinding, fluorescent forked duplex, kinetic. AID 651768; further: potency means the concentration at half of the fitted maximal effect; on the % scale 0 is the no-effect control and ±100 the full control effect; nearly all actives have a fitted effect of over 55% in size
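Fluorescence dequenching readout, ex 525 nm/em 598 nm, kinetic mode: forked duplex DNA (100 nM final) with adjacent fluorophore and quencher unwound by WRN (20 nM final) with 2 mM ATP. Compound preincubation 15 min, room temperature.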
Numbers without * were called inactive; [ ] = remark or other dose. Unless noted, the call rests on the fitted dose curve; in most records, active means well fitted curve in the direction sought with a large enough effect; inconclusive means small, poorly fitted or top-dose-only effect, or another doubt; inactive means no such curve, though single readings can be large; an effect the other way counts as inactive or inconclusive.

What do the screens show for `O=C(Nc1ccn(Cc2ccccc2F)n1)c1ccc(COc2ccc(Br)cc2)cc1`?
IL-2 act: -2.7; Abeta yeast res: 0%; FUS yeast rescue: 23%; aSyn yeast inh: 6%; PLK1 PBD block: -4%; EPAC1 antag: 5%; EPAC1 agonist: 12%; WRN helicase inh: 2%

How did COc1cc(/C=C2\C(C)=C(C#N)c3nc(N)c(C#N)c(C)c32)ccc1OCC(=O)O do in these assays?
IL-2 act: 0.1; Abeta yeast res: 9%; PI5P4Ka inh: -14; FUS yeast rescue: 18%; aSyn yeast inh: 1%; PLK1 PBD block: 27µM*; EPAC1 antag: -7%; EPAC1 agonist: -3%; WRN helicase inh: -15%

How did CCN(CC)S(=O)(=O)N1CCC(C(=O)NCc2ccc(C)cc2)CC1 do in these assays?
IL-2 act: 1.0; Abeta yeast res: 4%; FUS yeast rescue: 17%; aSyn yeast inh: -2%; PLK1 PBD block: -3%; EPAC1 antag: 4%; EPAC1 agonist: 7%; WRN helicase inh: 0%

What do the screens show for `CCOC(=O)CCCNC(=O)CCNC(=O)c1ccc(OC)cc1`?
IL-2 act: 5.2; Abeta yeast res: 13%; FUS yeast rescue: -5%; aSyn yeast inh: 2%; PLK1 PBD block: -2%; EPAC1 antag: -1%; EPAC1 agonist: -3%; WRN helicase inh: -4%

Results for Cc1cc(C)nc(SCC(=O)Nc2ncc3c(n2)CCCC3=O)n1 ?
IL-2 act: -2.4; Abeta yeast res: 4%; FUS yeast rescue: 26%; aSyn yeast inh: 4%; PLK1 PBD block: -2%; EPAC1 antag: -2%; EPAC1 agonist: 7%; WRN helicase inh: 4%

Results for O=C(c1cn(Cc2ccccc2)nc1-c1cccnc1)N1CCN(Cc2ccccc2)CC1 ?
IL-2 act: 1.2; Abeta yeast res: 9%; PI5P4Ka inh: 1; FUS yeast rescue: -3%; aSyn yeast inh: -7%; PLK1 PBD block: 1%; EPAC1 antag: 17%; EPAC1 agonist: 6%; WRN helicase inh: 5%

What do the screens show for `COc1ccc(S(=O)(=O)N(C)C[C@@H]2Oc3cc(C#CC4CCCCC4)ccc3S(=O)(=O)N([C@@H](C)CO)C[C@@H]2C)cc1`?
IL-2 act: 3.2; Abeta yeast res: 11%; PI5P4Ka inh: -3; FUS yeast rescue: inconclusive; aSyn yeast inh: -1%; PLK1 PBD block: -21%; EPAC1 antag: -15%; EPAC1 agonist: 11%; WRN helicase inh: 2%

How did COc1ccccc1[C@@]1(C)ON(c2ccccc2C(F)(F)F)C1=O do in these assays?
IL-2 act: -3.5; Abeta yeast res: -43%[inhibitor]; PI5P4Ka inh: 10; FUS yeast rescue: -10%; aSyn yeast inh: 9%; PLK1 PBD block: -23%; EPAC1 antag: inconclusive; EPAC1 agonist: 5%; WRN helicase inh: -4%

How did COc1ccccc1CN1CC(C(=O)NC2CCCCC2)CC1=O (configuration not stated) do in these assays?
IL-2 act: -0.9; Abeta yeast res: -4%; FUS yeast rescue: 5%; aSyn yeast inh: -1%; PLK1 PBD block: -1%; EPAC1 antag: 6%; EPAC1 agonist: 3%; WRN helicase inh: 5%

Results for O=C(NC1CCN(S(=O)(=O)c2ccc(Cl)cc2)CC1)c1cccnc1 ?
IL-2 act: -0.6; Abeta yeast res: -17%; PI5P4Ka inh: 1; FUS yeast rescue: -12%; aSyn yeast inh: 1%; PLK1 PBD block: 4%; EPAC1 antag: -11%; EPAC1 agonist: -6%; WRN helicase inh: 1%

How did COCC1CCN(C(=O)c2cc(COc3ccc4ncccc4c3)on2)CC1 do in these assays?
IL-2 act: -6.0; Abeta yeast res: -4%; PI5P4Ka inh: inconclusive; FUS yeast rescue: -3%; aSyn yeast inh: 14%; PLK1 PBD block: 17µM*; EPAC1 antag: -15%; EPAC1 agonist: -11%; WRN helicase inh: 5%

What do the screens show for `COC(=O)c1sc(N(C)C)c(C#N)c1-c1ccccc1`?
IL-2 act: -6.1; Abeta yeast res: -26%; PI5P4Ka inh: 4; FUS yeast rescue: 12%; aSyn yeast inh: -1%; PLK1 PBD block: 1%; EPAC1 antag: -13%; EPAC1 agonist: 8%; WRN helicase inh: -3%

How did CC(=O)Nc1ccc(NC(=O)C(C)N(C)CC(=O)Nc2ccccc2Br)cc1 (configuration not stated) do in these assays?
IL-2 act: 2.4; Abeta yeast res: -2%; PI5P4Ka inh: -3; FUS yeast rescue: 6%; aSyn yeast inh: 3%; PLK1 PBD block: -17%; EPAC1 antag: -8%; EPAC1 agonist: 12%; WRN helicase inh: 8%

How did CN1CCN(c2ccc(NC(=O)Cc3ccccc3)cc2)CC1 do in these assays?
IL-2 act: -0.8; Abeta yeast res: -1%; PI5P4Ka inh: -1; FUS yeast rescue: 20%; aSyn yeast inh: 0%; PLK1 PBD block: -2%; EPAC1 antag: 0%; EPAC1 agonist: -17%; WRN helicase inh: -7%

How did C[n+]1ccccc1N1CCN(c2ccccc2Cl)CC1 do in these assays?
IL-2 act: 1.0; Abeta yeast res: 8%; PI5P4Ka inh: -10; FUS yeast rescue: -3%; aSyn yeast inh: 1%; PLK1 PBD block: 27µM*; EPAC1 antag: 3%; EPAC1 agonist: 6%; WRN helicase inh: 0%

What do the screens show for `O=C(CCC(=O)N1CCOc2ccccc21)NCc1ccccn1`?
IL-2 act: -3.1; Abeta yeast res: 5%; PI5P4Ka inh: -3; FUS yeast rescue: -32%; aSyn yeast inh: -1%; PLK1 PBD block: -11%; EPAC1 antag: -13%; EPAC1 agonist: 12%; WRN helicase inh: 1%

What do the screens show for `CC(=O)N1N=C(c2ccccc2)OC1c1ccc([N+](=O)[O-])s1` (configuration not stated)?
IL-2 act: 0.3; Abeta yeast res: -94%[inhibitor]; PI5P4Ka inh: 3; FUS yeast rescue: 1%; aSyn yeast inh: -77%[inhibitor]; PLK1 PBD block: -19%; EPAC1 antag: -3%; EPAC1 agonist: 19%; WRN helicase inh: -9%

How did CC(=O)Nc1ccc2ccccc2c1 do in these assays?
IL-2 act: -0.7; Abeta yeast res: -8%; FUS yeast rescue: 6%; aSyn yeast inh: -6%; PLK1 PBD block: -11%; EPAC1 antag: -9%; EPAC1 agonist: 3%; WRN helicase inh: -11%

What do the screens show for `CCN(CC)S(=O)(=O)c1cc(NC(=O)Cc2ccsc2)ccc1C`?
IL-2 act: -2.0; Abeta yeast res: 11%; PI5P4Ka inh: 0; FUS yeast rescue: -1%; aSyn yeast inh: -2%; PLK1 PBD block: 2%; EPAC1 antag: -6%; EPAC1 agonist: -1%; WRN helicase inh: -10%

What do the screens show for `COc1cc(/C=N/NC(=O)c2ccc(C)nc2)cc([N+](=O)[O-])c1O`?
IL-2 act: 0.1; Abeta yeast res: 4%; PI5P4Ka inh: -25; FUS yeast rescue: 7%; aSyn yeast inh: 0%; PLK1 PBD block: -14%; EPAC1 antag: -29%; EPAC1 agonist: -3%; WRN helicase inh: -21%

Results for O=C(O)c1ccc(-c2cccc(-c3nn4c(=O)cc(N5CCNCC5)nc4s3)c2)cc1 ?
IL-2 act: 0.6; Abeta yeast res: -17%; FUS yeast rescue: 38%; EPAC1 antag: -9%; EPAC1 agonist: 11%

How did CN(C)c1ccc(CN2CCCCCC2)cc1 do in these assays?
IL-2 act: -1.8; Abeta yeast res: -13%; FUS yeast rescue: 24%; aSyn yeast inh: -10%; PLK1 PBD block: -2%; EPAC1 antag: 14%; EPAC1 agonist: 2%; WRN helicase inh: -9%

What do the screens show for `CCn1c(SCC(=O)N/N=C/C=C\c2ccccc2[N+](=O)[O-])nnc1-c1ccccc1`?
IL-2 act: -1.4; Abeta yeast res: 14%; FUS yeast rescue: 32%; aSyn yeast inh: 1%; PLK1 PBD block: -6%; EPAC1 antag: -1%; EPAC1 agonist: -3%; WRN helicase inh: -3%

How did CCC(=O)N1c2ccc(S(=O)(=O)NCCc3ccc(C)cc3)cc2CC1C (configuration not stated) do in these assays?
IL-2 act: -1.5; Abeta yeast res: inconclusive; PI5P4Ka inh: -1; FUS yeast rescue: 6%; aSyn yeast inh: 8%; PLK1 PBD block: inconclusive; EPAC1 antag: inconclusive; EPAC1 agonist: 4%; WRN helicase inh: -8%

What do the screens show for `Cc1nc2nc(SCc3ccccc3)nn2c(C)c1C`?
IL-2 act: 1.6; Abeta yeast res: -17%; PI5P4Ka inh: -3; FUS yeast rescue: -2%; aSyn yeast inh: 10%; PLK1 PBD block: 1%; EPAC1 antag: -13%; EPAC1 agonist: -1%; WRN helicase inh: -8%

What do the screens show for `Cc1ccccc1Cn1ccc(NC(=O)c2nc3ncccn3n2)n1`?
IL-2 act: -0.2; Abeta yeast res: 3%; PI5P4Ka inh: -2; FUS yeast rescue: -3%; aSyn yeast inh: -14%; PLK1 PBD block: -4%; EPAC1 antag: -2%; EPAC1 agonist: 2%; WRN helicase inh: 6%

Results for O=S1(=O)CCOC[C@H](CC2CCCCC2)N1Cc1ccccc1F ?
IL-2 act: -0.6; Abeta yeast res: 1%; PI5P4Ka inh: 24; FUS yeast rescue: 17%; aSyn yeast inh: -6%; PLK1 PBD block: -4%; EPAC1 antag: -17%; EPAC1 agonist: -29%; WRN helicase inh: -7%

How did CC(C)c1ccc(-c2nc3c([nH]2)c(=O)n(C)c(=O)n3C)cc1 do in these assays?
IL-2 act: -0.1; Abeta yeast res: -11%; PI5P4Ka inh: -13; FUS yeast rescue: -27%; aSyn yeast inh: 6%; PLK1 PBD block: -4%; EPAC1 antag: -8%; EPAC1 agonist: -1%; WRN helicase inh: 5%

What do the screens show for `CN(C)C(=O)N1CCN(S(=O)(=O)c2ccc3ccccc3c2)CC1`?
IL-2 act: -2.9; Abeta yeast res: -2%; PI5P4Ka inh: -1; FUS yeast rescue: 2%; aSyn yeast inh: 6%; PLK1 PBD block: -23%; EPAC1 antag: -11%; EPAC1 agonist: 1%; WRN helicase inh: 6%

Bioassay records (PubChem BioAssay)
